# Bioassay records deposited in PubChem by PCMD.
# Yeast growth tox: Inhibitors of S. cerevisiae growth, toxicity; S. cerevisiae wild-type growth, A595 turbidity, 16 h; 30,000 tested, 0.3% active; AID 685; growth inhibition, % at 25 µM (by protocol);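 active means mutant and wild-type yeast strains alike exhibit over 30% growth inhibition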;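 further: 0% = untreated cell controls and 100% = YPD media blanks without cells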
#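 System – wild-type and eIF2Bepsilon-R284H mutant S. cerevisiae, screened separately · Measured by – absorbance at 595 nm (turbidity) · Timing – 16 h compound exposure during growth at 30 °C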
# Yeast eIF2B: eIF2B (yeast) activity modulation; S. cerevisiae eIF2B-epsilon R284H, GCN4-lacZ luminescence; AID 688; inhibition, % at 25 µM (by protocol); 27,000 tested, 0.91% active;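 active means mutant luminescence inhibited past about 50% while wild type luminescence and mutant growth stay under set limits, limit read from the data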; further: some compounds called inactive have numbers as strong as hits
#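 System: Yeast eIF2B-epsilon R284H mutant carrying GCN4–beta-galactosidase fusion | Read-out basis: Percent inhibition, luminescence and growth | Compound: 25 µM single dose | Times: 16 h at 30 °C exposure | Measured by: Luminescence and A595 | Buffer or medium: YPD medium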
# Yeast growth tox inhibition %: also measured in Yeast growth tox; calls as there; growth inhibition, %; S. cerevisiae eIF2Bepsilon-R284H mutant growth, A595 turbidity, 16 h;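 each compound tested once at 25 µM; 0% equals untreated cells and 100% equals cell-free medium blanks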
# Yeast eIF2B mutant toxicity: further read-out of Yeast eIF2B, marked with its call; growth inhibition, %; measured here: mutant yeast growth, toxicity;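 each compound tested once at 25 µM; zero equals untreated control growth and 100 equals blank medium absorbance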
# Starred values were filed as active, the others as inactive; nt = no result given; & = joins results of further samples. Only part of the results is shown, so the mix of outcomes need not match the whole.
# Each structure is followed by: Yeast growth tox	Yeast eIF2B	Yeast growth tox inhibition %	Yeast eIF2B mutant toxicity
> Cc1cccc(NCN2C(=O)c3ccccc3C2=O)c1
→ -1	14	22	22
> CC(=NCc1ccccc1)C1=C(O)COC1=O
→ -9	-16	14	14
> CCOc1ccc(C(=O)Nc2c(C(N)=O)oc3ccccc23)cc1
→ -9	17	4	4
> CCCc1nc2ccc(NC(=O)c3ccco3)cc2c(=O)n1Cc1ccc(Cl)cc1
→ 0	10	-23	-23
> COc1ccc(NC(=O)C(=O)NCCN2CCN(C(=O)c3cccs3)CC2)cc1
→ -23	52*	0	nt
> O=C1NC(c2ccccc2)=C(c2nc3ccccc3s2)C(c2ccc(F)cc2)N1 (stereo unspecified)
→ 5	26	-24	-24
> CCCCOCP(=O)(CC)COCCCC
→ 0	9	19	19
> COCCCNC(=O)C1CC(=O)N(Cc2ccc(OC)cc2)C1 (stereo unspecified)
→ 28	15	-7	-7
> CCN(C(=O)C1CCCCC1)c1nnc(-c2cccnc2)s1
→ 3	22	-19	-19
> CC1(C)C2CC=C(/C=N/n3cnnc3)C1C2 (stereo unspecified)
→ 0	nt	4	nt
> Cc1cc2c(cc1C)CSC(c1ccc(O)cc1)SC2
→ -20	45	-15	-15
> CC(NS(C)(=O)=O)C(c1cccs1)N1CCN(C)CC1 (stereo unspecified)
→ 7	6	-16	-16
> CCOC(=O)C1=c2s/c(=C\c3cccnc3)c(=O)n2C(N)=C(C(=O)OC)C1c1cccnc1 (stereo unspecified)
→ 1	19	-16	-16
> Cc1nnc(SCC(=O)NCc2ccccc2)n1-c1ccccc1
→ 14	19	13	13
> CCOc1ccc(C2C(C(=O)O)c3ccccc3C(=O)N2CCN2CCOCC2)cc1 (stereo unspecified)
→ -5	15	-43	-43
> CN(C)CCNC(=O)C1CC(=O)N(c2ccc(F)c(Cl)c2)C1 (stereo unspecified)
→ 3	nt	12	nt
> COC(=O)C1=C(C(=O)OC)C2(OC1c1ccc(Br)cc1)C(=O)c1ccccc1C2=O (stereo unspecified)
→ 8	-3	-26	-26
> CCCc1cc(=O)[nH]c(SCc2ccccc2)n1
→ 1	-41	-6	-6
> O=C(Nc1ccc(CN2CCOCC2)cc1)c1ccc(-c2ccc(Br)cc2)o1
→ nt	15	nt	nt
> Cc1nc2ccc(NC(=O)N(C(C)C)C(C)C)cc2s1
→ -1	-15	17	17
> CCN(C(=O)c1sc(N)c(C#N)c1C)C1CCCCC1
→ 4	9	4	4
> CCN(CC)S(=O)(=O)c1cccc(C(=O)NCCc2ccccc2)c1
→ 3	12	5	5
> COc1ccc(C)cc1NC(=O)CSc1nnc(-c2ccc(OC)c(OC)c2)n1N
→ 2	27	-5	-5
> CS(=O)(=O)N1CCc2ccccc2C1
→ -6	-14	10	10
> O=C(CSC1=Nc2ccccc2C2=NC(CC(=O)NCc3ccco3)C(=O)N12)NCC1CCCO1 (stereo unspecified)
→ 18	20	4	4
> CCC(C)(C(=O)NC1CCCC1)N(C(=O)CC1NC(=O)NC1=O)c1ccc(C)cc1 (stereo unspecified)
→ 16	nt	26	nt
> Cc1ccc(OCCn2cnc3c(N)ncnc32)cc1
→ 5	36	-19	-19
> NC(=O)Nc1ccc(F)cc1
→ 8	16	15	15
> CCN1CCCc2cc(CN(CCN3CCOCC3)C(=O)Nc3ccc(C)c(C)c3)ccc21
→ 14	-33	8	8
> C=CCc1ccc(OCCCOc2ccc(C)c(C)c2)c(OC)c1
→ 10	22	8	8

# Rewritten bar-delimited: part of the list above.
mol | Yeast growth tox | Yeast eIF2B | Yeast growth tox inhibition % | Yeast eIF2B mutant toxicity
CC1(C)C2CC=C(/C=N/n3cnnc3)C1C2 (stereo unspecified) | 0 | nt | 4 | nt
Cc1cc2c(cc1C)CSC(c1ccc(O)cc1)SC2 | -20 | 45 | -15 | -15

# Continuation.
# Each structure is followed by: Yeast growth tox	Yeast eIF2B	Yeast growth tox inhibition %	Yeast eIF2B mutant toxicity
> CCCCC(=O)Nc1cccc(NC(=O)c2ccc(Br)o2)c1
→ -5	29	-4	-4
> CNc1nc(C)nc(-n2nc(C)cc2C)n1
→ 3	9	39	39
> O=C1CCC(=O)N1OCCCOc1ccccc1
→ 20	27	22	22
> Cc1ccccc1-n1ccnc1SCC(=O)O
→ 9	15	-5	-5
> N#C/C(=N\O)c1nc(-c2ccccc2)cs1
→ 18&10	26&0	7&-5	7&-5
> CC(C)CNC(=O)c1c(N)n(/N=C/c2cccnc2)c2nc3ccccc3nc12
→ 5	-5	21	21
> CC(=O)Nc1ccc(-c2nnc(SCc3ccccc3C#N)n2C)cc1
→ -7	nt	8	nt
> Cn1cc(C(=O)N2CCc3ccccc3C2)c(=O)c2cc(S(=O)(=O)N3CCCCC3)ccc21
→ 8	14	6	6
> CC1=C(C(N)=O)C(c2ccccn2)n2nc(SCc3ccccc3Cl)nc2N1 (stereo unspecified)
→ 0	-1	0	nt
> CN(C)CCCNS(=O)(=O)c1ccc(N2CCC(c3ccc(Cl)cc3)=N2)cc1
→ 8	nt	10	nt
> CCCc1cc(=O)n2c(nc3ccccc32)[nH]1
→ 16	5	10	10
> COC(=O)c1ccc(C2/C(=C(/O)c3ccc(OC)cc3)C(=O)C(=O)N2CC2CCCO2)cc1 (stereo unspecified)
→ 8	-13	-3	-3
> Cc1cc(C(=O)NCc2ccc(S(N)(=O)=O)cc2)cs1
→ 7	-17	-5	-5
> CCc1ccc(N2C(=O)C3ON(c4ccccc4)C(c4ccco4)C3C2=O)cc1 (stereo unspecified)
→ 22	21	15	15
> Cc1nc2c(C(=O)N3CCN(C)CC3)cnn2c(C)c1Cc1ccc(Cl)cc1
→ 22	13	16	16
> CCOC(=O)CNC(=O)c1cn(CC)c(=O)c2cc(OC)c(OC)cc12
→ -2	30	-5	-5
> Cc1ccc2c(c1)CC1(CN2C)C(=O)OC(C)(C)OC1=O
→ 12	nt	5	nt
> Cc1ccc(N2CC(C(=O)NCc3ccccn3)CC2=O)cc1 (stereo unspecified)
→ 13	7	9	9
> Cc1cccc(-c2nc(CSCC(=O)N3CCN(Cc4ccc5c(c4)OCO5)CC3)c(C)o2)c1
→ -2	11	7	7
> COCCSc1nnc(NS(=O)(=O)Cc2ccccc2)s1
→ -4	nt	2	nt
> CN(CC(=O)NCc1cccc(F)c1)C(=O)c1ccco1
→ 8	11	0	nt
> C=CCc1ccccc1OCC(O)Cn1ccnc1C (stereo unspecified)
→ -1	-9	-32	-32
> CCOc1ccc(C(=O)OC2CCN(C)CC2)cc1
→ nt	9	nt	nt
> CCN(Cc1ccccc1)S(=O)(=O)c1ccc(C(=O)Nc2nnc(-c3ccccc3OC)o2)cc1
→ 25	7	7	7
> O=C(NCC(=O)N(Cc1ccccc1)C(C(=O)NC1CCCC1)c1ccco1)c1ccco1 (stereo unspecified)
→ 23	22	7	7
> CCOC(=O)C(C(=O)Nc1ccccn1)C1CCCCC1 (stereo unspecified)
→ 2	22	-2	-2
> CCOC(=O)N1CCN(c2nc3c(c(=O)[nH]c(=O)n3C)n2Cc2ccccc2Cl)CC1
→ 5	-13	-3	-3
> CN(C(=O)Nc1ccccc1)C1CCS(=O)(=O)C1 (stereo unspecified)
→ 18	-4	-21	-21
> COc1ccc(NC(=O)c2c(NC(=O)CNCc3ccco3)sc3c2CCC3)c(OC)c1
→ -13	12	-20	-20
> CCOC(=O)C1=C(C)Nc2nc3ccccc3n2C1c1ccccc1 (stereo unspecified)
→ 3	25	22	22
> Cc1cccc(/C=C2\CS/C(=C\c3cccc(C)c3)C2=O)c1
→ -3	nt	13	nt
> Cc1nc(SCC(=O)c2ccccc2)n[nH]1
→ 3	10	0	nt
> Cn1c(=O)c2c(nc(N3CCN(c4ccccn4)CC3)n2Cc2ccc(Cl)cc2Cl)n(C)c1=O
→ -1	10	-10	-10
> O=C(CSc1nc2ccccc2o1)Nc1ccc(Cl)cc1
→ 7	12	10	10
> CCOc1cc(NS(=O)(=O)c2ccc(Cl)cc2)c(OCC)cc1NC(=O)CC(C)C
→ 10	nt	8	nt
> Cc1cc(C)cc(N2CC34C=CC(O3)C(C(=O)OCC(=O)NCc3ccco3)C4C2=O)c1 (stereo unspecified)
→ nt	13	nt	nt
> O=C(Nc1nnc(CC(=O)N2CCOCC2)s1)C1COc2ccccc2O1 (stereo unspecified)
→ 15	31	37	37
> Fc1ccccc1Cn1nnc(-c2ccc3c(c2)OCO3)n1
→ 14	17	19	19
> CC(C)(C)NS(=O)(=O)c1cccc2nsnc12
→ nt	32	nt	nt
> Clc1cccc(-c2nnc(SC/C=C/c3ccccc3)n2Cc2ccco2)c1
→ -9	0	-10	-10
> CCCn1c(=O)c2ccccc2n2c(SCC(=O)c3ccccc3)nnc12
→ -9	12	-5	-5
> Cc1nc(SCC(=O)Nc2c(C)n(C)n(-c3ccccc3)c2=O)[nH]c(=O)c1C
→ -16	25	-7	-7
> COc1ccc(-n2cnc3cc(NCc4ccccn4)ccc32)cc1
→ 5	29	-6	-6
> Cc1ccc(Cl)cc1N1CCN(C(=O)C2(S(=O)(=O)c3ccc(Cl)cc3)CC2)CC1
→ 10	nt	-10	nt
> Clc1ccc(-c2noc(CN3CCN(c4ccccc4)CC3)n2)cc1
→ -2	-13	8	8
> O=C(Nc1ccc2c3c(cccc13)CC2)c1ccc(Br)o1
→ -30	nt	-13	nt
> O=C(NCCc1ccccc1)c1ccc(=O)[nH]c1
→ 14	nt	9	nt
> CC(C)c1ccc(C2NC(=O)NC3=C2CCc2ccccc23)cc1 (stereo unspecified)
→ 16	27	-10	-10
> O=C(Nc1nncs1)c1cccc(S(=O)(=O)N2CCOCC2)c1
→ 19	nt	14	nt
> COC(=O)c1c(NC(=O)CN2CCN(c3ccccc3OC)CC2)c2cc(C)ccc2n1C
→ -31	-6	-35	-35
> Cc1ccc(OCC(=O)Sc2ccc(C)cc2)cc1
→ 10	34	10	10
> O=C(Cn1c(=O)oc2ccccc21)N1CCCCC1
→ -9	nt	-2	nt
> OC1CCN(c2c3c(nc4cc(-c5ccc(Cl)cc5)nn24)CCC3)CC1
→ nt	23	nt	nt
> Cc1nonc1OCCn1nnnc1N
→ nt	4	nt	nt
> O=C(CSc1nnnn1-c1cccc2ccccc12)Nc1ccc(N2CCOCC2)c(Cl)c1
→ -6	21	19	19
> O=C(NCc1ccc(F)cc1)c1noc2c1CCCCC2
→ 1	33	-4	-4
> Cc1c(C(=O)Nc2cccc(Cl)c2)oc2ccc(S(=O)(=O)N3CCC4(CC3)OCCO4)cc12
→ -1	-22	-8	-8
> O=C(O)c1ccc(NCc2cccnc2)cc1
→ -12	13	0	nt
> CCOC(=O)c1cccc(NC(=O)CN(c2ccc(C)cc2)S(=O)(=O)c2c(C)noc2C)c1
→ -1	21	-13	-13
> CCCn1nnnc1SCC(=O)N1CCCC1
→ 6	12	-5	-5

# New compounds follow
# Each structure is followed by: Yeast growth tox	Yeast eIF2B	Yeast growth tox inhibition %	Yeast eIF2B mutant toxicity
> N=c1n(CCN2CCCC2)c2ccccc2n1CC(O)c1ccco1 (stereo unspecified)
→ -16	22	-14	-14
> Cc1cc(C(=O)NC(C)C)on1
→ 25	-1	11	11
> Cc1ccc(CNC(=O)CCSCCC(=O)NCc2ccc(C)cc2)cc1
→ -14	11	-2	-2
> CCC(c1nnnn1Cc1ccc(F)cc1)N(CCCO)Cc1cc2cc3c(cc2[nH]c1=O)OCO3 (stereo unspecified)
→ 4	17	-20	-20
> c1ccc2c(c1)CCCN2Cc1nnnn1CC1CCCO1 (stereo unspecified)
→ 16	16	2	2
> CN1CCN(CCCNC(=O)c2nnc(Cc3c(F)cccc3Cl)o2)CC1
→ 6	18	15	15
> COc1ccc(/C=N/NC(=O)CCc2c(C)n[nH]c2C)cc1OC
→ -2	nt	6	nt
> O=C(NC1(C(F)(F)F)NC(=O)N(Cc2ccco2)C1=O)c1cccnc1 (stereo unspecified)
→ -3	4	-9	-9
> Cc1ccc(C)c(C(=O)Cn2ncc(Cl)c(Cl)c2=O)c1
→ 4	28	-33	-33
> CC(C)(C)c1ccccc1OCCN1CCCC1
→ -5	-11	16	16
> CC(C)CSc1nc2c(c(=O)[nH]c(=O)n2C)n1CC(O)COc1cccc2ccccc12 (stereo unspecified)
→ -70	nt	-43	nt
> Cc1cccc(NC(=O)Cn2c(=O)n(CCC(=O)NC3CCCC3)c(=O)c3ccccc32)c1
→ -53	nt	-18	nt
> COc1ccc(OCC(=O)NCc2cccnc2)cc1
→ nt	12	nt	nt
> COc1ccc(CCn2c(N3CCN(C)CC3)nc3c2c(=O)[nH]c(=O)n3C)cc1
→ -2	7	-19	-19
> C#CCSc1nnc(-c2ccccc2)c(=O)[nH]1
→ 17	23	7	7
> O=C(CSCCO)Nc1ccccc1
→ 3	6	-17	-17
> Cc1cc(C(=O)Nc2ccc(S(=O)(=O)Nc3onc(C)c3C)cc2)c(C)o1
→ -6	20	-30	-30

# Exported with each value named: entries from further up
Structure: COc1ccc(CCn2c(N3CCN(C)CC3)nc3c2c(=O)[nH]c(=O)n3C)cc1
  Yeast growth tox = -2; Yeast eIF2B = 7; Yeast growth tox inhibition % = -19; Yeast eIF2B mutant toxicity = -19
Structure: C#CCSc1nnc(-c2ccccc2)c(=O)[nH]1
  Yeast growth tox = 17; Yeast eIF2B = 23; Yeast growth tox inhibition % = 7; Yeast eIF2B mutant toxicity = 7
